# Assay outcomes deposited in PubChem by The Scripps Research Institute Molecular Screening Center.
# M1 PAM parental: M1 PAM counterscreen hit in parental CHO-K1 cells | activation, % at 3 µM | 0.02% of 360,000 active | ATP EC20, Fluo-8 calcium fluorescence; 0% at ATP EC20, 100% at ATP max | AID 602247;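 active = activation above the run cutoff, the mean activation of all test compounds plus 3 SD, cut at about 40% in these data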;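 note: peak over basal fluorescence ratio in a 140 s read after ATP addition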
# CHO-K1 Ca ag: M1 agonist counterscreen hit in parental CHO-K1 cells; activation, % at 3 µM; Fluo-8 calcium fluorescence; scaled to maximal ATP response, vehicle zero; AID 602248; 0.48% of 360,000 active; in the data active = activation above about 15%;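 note: untransfected CHO-K1 host cells lacking M1 receptor as counterscreen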
# OXTR potentiate: human OXTR potentiation. P30559. CHO-OTR cells, Fluo-8 calcium fluorescence, potentiator mode; 0% = oxytocin EC15, 100% = EC100. activation, % at 3 µM. 0.061% of 320,000 active. AID 2445;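 active = activation above that plate's cutoff, the mean activation of tested compounds plus 3 SD, cut at about 6.6% in these data, passing the limit was not always enough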;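 note: 100% uses oxytocin at 75 nM as the full agonist control; some results filed as inactive read as strong as hits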
# Target sequence (P30559 whole entry, looked up): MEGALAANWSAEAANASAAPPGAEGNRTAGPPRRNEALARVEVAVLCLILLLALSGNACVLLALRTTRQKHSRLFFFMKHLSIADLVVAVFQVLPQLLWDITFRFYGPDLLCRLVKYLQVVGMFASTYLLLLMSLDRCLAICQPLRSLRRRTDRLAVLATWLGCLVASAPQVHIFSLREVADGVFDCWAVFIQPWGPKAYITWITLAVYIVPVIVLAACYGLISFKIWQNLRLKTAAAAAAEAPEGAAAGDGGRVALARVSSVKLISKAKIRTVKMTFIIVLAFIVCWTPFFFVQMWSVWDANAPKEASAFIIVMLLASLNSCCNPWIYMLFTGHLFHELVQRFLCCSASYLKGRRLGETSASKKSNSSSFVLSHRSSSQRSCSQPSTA
#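 Assay system: CHO-OTR cells, human receptor / Also added: oxytocin at about EC15, sub-maximal agonist stimulus / Dosing: single dose, 3.0 µM nominal final compound concentration / Incubation: 6 min pre-incubation, 100 s read / Technique: Fluo-8 calcium dye fluorescence / Read-out: % activation vs EC15 and EC100 oxytocin / Benchmarks: EC15 oxytocin low, 75 nM oxytocin high / Replicates: singlicate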
# V1aR counter: activates human V1a receptor in oxytocin agonist counter-screen; P37288; CHO-V1R cells, Fluo-8 calcium fluorescence, agonist mode; 0% DMSO, 100% 3 nM vasopressin; activation, % at 3 µM; 0.25% of 320,000 active;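 active = activation above the mean activation of all tested compounds plus 3 SD, per screening run, cut at about 20% in these data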;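 note: signal is peak over basal fluorescence ratio across a 100 second FLIPR read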
# CHO-K1 Ca antag: counter-screen for M1 antagonists: effect in parental CHO-K1 cells; AID 602250; 0.6% of 360,000 active; inhibition, % at 3 µM; ATP-induced calcium, Fluo-8 fluorescence;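 active = inhibition above a per-plate cutoff, the plate's mean sample inhibition plus 3 SD, cut at about 24% in these data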;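 note: 0% = DMSO plus EC80 ATP and 100% = DMSO alone without ATP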
# TAAR1 agonist: agonists of human TAAR1; AID 624467; activation, % at 3 µM; 0.99% of 360,000 active; Q96RJ0; CHO RD-HGA16 TAAR1, Fluo-8 calcium fluorescence; vehicle wells 0%, saturating PEA agonist 100%;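 active = activation above the mean activation of all test compounds in the run plus 3 SD, cut at about 38% in these data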
# Target sequence (Q96RJ0 whole entry, looked up): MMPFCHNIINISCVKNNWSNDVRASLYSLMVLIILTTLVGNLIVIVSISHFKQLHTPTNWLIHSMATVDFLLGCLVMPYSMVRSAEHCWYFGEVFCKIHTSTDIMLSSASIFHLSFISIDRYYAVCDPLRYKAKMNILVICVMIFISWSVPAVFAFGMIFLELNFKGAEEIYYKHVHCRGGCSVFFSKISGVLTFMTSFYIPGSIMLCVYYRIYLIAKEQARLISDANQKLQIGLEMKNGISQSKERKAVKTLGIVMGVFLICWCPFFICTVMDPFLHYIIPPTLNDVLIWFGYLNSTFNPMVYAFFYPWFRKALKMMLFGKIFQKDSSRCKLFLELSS
#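 System: CHO RD-HGA16 cells carrying human TAAR1 plus Gα16; Incubation: 17-24 h seeding, 75 min 37 °C dye, 30 min RT; Measured by: Fluo-8 fluorescence, 5 s baseline then 140 s kinetic read; Control set: DMSO and PEA EC100; Replication: single well for each compound.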
# CHRM1 agonist: activates human CHRM1 receptor | 0.33% of 360,000 active | CHO-K1 hM1, Fluo-8 calcium fluorescence, agonist mode; 0% DMSO, 100% acetylcholine EC100 | AID 588814 | P11229 | activation, % at 3 µM;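 active = activation above the run's mean compound activation plus 3 SD, cut at about 16% in these data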;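 note: peak over basal fluorescence ratio within a 140 s kinetic read after compound addition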
# TAAR1 antag: human TAAR1 antagonism; inhibition, % at 3 µM; 1.5% of 360,000 active; Q96RJ0; AID 624466; CHO RD-HGA16 TAAR1, Fluo-8 calcium fluorescence, antagonist;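 active = inhibition above a per-plate cutoff, the mean inhibition of test compounds on that plate plus 3 SD, cut at about 49% in these data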;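 note: 0% = DMSO plus EC80 beta-PEA response and 100% = DMSO alone without agonist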
#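 Material: CHO RD-HGA16 cells bearing hTAAR1; compound dosing: one-point dosing, 3 µM nominal final; schedule: dye loading 75 min at 37 °C, then 30 min room temperature; measured by: calcium fluorescence with Fluo-8; control set: vehicle and agonist controls; replication: n of 1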
# CHO parental Ca: counter-screen: ATP calcium response change in parental CHO cells; parental CHO-K1, ATP-induced calcium, Fluo-8 fluorescence; inhibition, % at 5.6 µM; 0.63% of 330,000 active;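 active = inhibition above that plate's mean sample inhibition plus 3 SD, cut at about 26% in these data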;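 note: 0% = ATP-challenged DMSO wells and 100% = DMSO wells without ATP; some compounds past the cut are filed as inactive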
#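 Assay system – parental CHO cells · Reagent – ATP stimulus · Detection – intracellular calcium via Fluo-8 no-wash fluorescent dye · Evaluation – percent inhibition of ATP-evoked calcium rise, normalized to controls · Controls – ATP wells versus no-ATP DMSO wells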
# * marks the source's active call; other numbers are inactive results; x = not tested or not shown.
SMILES,M1 PAM parental,CHO-K1 Ca ag,OXTR potentiate,V1aR counter,CHO-K1 Ca antag,TAAR1 agonist,CHRM1 agonist,TAAR1 antag,CHO parental Ca
O=C(NCC1CCCO1)C(c1ccco1)N(Cc1ccc(F)cc1)C(=O)CN1C(=O)c2ccccc2S1(=O)=O (centres undefined),-3,1.7,-9,0.9,-1,26,-5,-2,-1
C/C(=N/NC(=O)c1cccs1)c1ccco1,28,0.1,-5,0.6,-5,1,-4,16,-2
O=C(/C=C/c1ccccc1Cl)N1CCOCC1,13,1.5,-2,0.5,-10,3,-6,8,-6
CCOc1ccccc1C1C(C#N)=C(N)Oc2cc(C)n(Cc3ccccn3)c(=O)c21 (centres undefined),-7,-0.7,7,0.1,32*,10,-1,15,-10
COc1cc(NC(=O)C2(C)CCN2C(C)C)cc(OC)c1OC (centres undefined),9,0.1,x,x,2,0,-3,5,x
OC(CN1CCN(Cc2ccccc2)CC1)c1ccc(F)cc1 (centres undefined),18,1.7,-8,0.9,-4,1,-8,10,-6
COc1ccc(C(=O)Nc2cccc(-c3nc4ncccc4o3)c2C)cc1OC,15,2.3,-12,2.0,-13,14,1,7,-36
C/C(=N\NC(=O)c1ccc(Cl)cc1)c1ccccn1,14,0.8,-6,2.2,-9,4,-2,27,1
COc1cc(/C=C2/NC(=O)N(c3cccc(Cl)c3)C2=O)ccc1O,1,0.4,-12,1.6,13,2,0,-8,-5
COC(=O)c1ccc(N2CCN(CCNC(=O)Nc3ccc(OC)cc3)CC2)cc1,-6,1.5,-8,4.2,0,6,-6,-9,-9

# Taken from the results shown, 6 compounds:
SMILES,M1 PAM parental,CHO-K1 Ca ag,OXTR potentiate,V1aR counter,CHO-K1 Ca antag,TAAR1 agonist,CHRM1 agonist,TAAR1 antag,CHO parental Ca
O=C(NCC1CCCO1)C(c1ccco1)N(Cc1ccc(F)cc1)C(=O)CN1C(=O)c2ccccc2S1(=O)=O (centres undefined),-3,1.7,-9,0.9,-1,26,-5,-2,-1
C/C(=N/NC(=O)c1cccs1)c1ccco1,28,0.1,-5,0.6,-5,1,-4,16,-2
O=C(/C=C/c1ccccc1Cl)N1CCOCC1,13,1.5,-2,0.5,-10,3,-6,8,-6
CCOc1ccccc1C1C(C#N)=C(N)Oc2cc(C)n(Cc3ccccn3)c(=O)c21 (centres undefined),-7,-0.7,7,0.1,32*,10,-1,15,-10
COc1cc(NC(=O)C2(C)CCN2C(C)C)cc(OC)c1OC (centres undefined),9,0.1,x,x,2,0,-3,5,x
OC(CN1CCN(Cc2ccccc2)CC1)c1ccc(F)cc1 (centres undefined),18,1.7,-8,0.9,-4,1,-8,10,-6

# Next section.
SMILES,M1 PAM parental,CHO-K1 Ca ag,OXTR potentiate,V1aR counter,CHO-K1 Ca antag,TAAR1 agonist,CHRM1 agonist,TAAR1 antag,CHO parental Ca
COc1cc(OC)c(N(C)S(=O)(=O)c2cccc(C(=O)OCC(=O)NCc3ccco3)c2)cc1Cl,0,2.6,-9,0.7,4,20,-2,51*,21
CCc1n[nH]c(=S)n1/N=C/c1cc(OC)cc([N+](=O)[O-])c1O,-9,0.4,4,0.1,16,6,-5,-10,0
O=C(Cn1nnc(-c2ccc3c(c2)OCO3)n1)NCc1ccccc1,2,0.7,-5,0.8,-14,3,-4,-12,-15
Cc1ccnc(NC(=O)Nc2cccc(F)c2)c1,-4,0.1,-8,-0.4,4,8,-5,-2,-8
NC(c1ccccc1)c1csc(Nc2ccc(C(=O)c3ccccc3)cc2)n1 (centres undefined),7,2.1,x,x,2,30,6,32,x
Cc1ccc(-c2csc(N3CCN(c4cc5c(cc4Cl)nc(C)n5CCN4CCCCC4)CC3)n2)cc1,-15,-0.7,-6,-1.3,-1,-2,-13,-5,-39
CC1(C)CC(=O)C=C(c2cn[nH]n2)C1,10,0.8,x,x,-2,1,-2,-15,x
COc1ccc(N2C(=O)CC(c3ccccc3)CC2=O)cc1,12,1.5,-3,1.8,-17,2,-1,17,-12
Cc1onc(-c2c(F)cccc2Cl)c1C(=O)N1C=CC(C(F)(F)Cl)=NCC1,-2,0.2,-21,1.0,6,15,0,-13,-8
O=C(NCCCN1CCCC1=O)c1cc2ccccc2o1,-23,-0.1,1,0.9,4,1,8,10,-2
Cc1ccc(NC(=O)COc2ccc(N(C)C(=O)C(C)(C)C)cc2)cc1S(=O)(=O)N1CCCCC1,-22,16*,-11,10,29*,10,2,52*,78*
O=C(OCC(=O)N1CCOCC1)c1cc(-c2ccccc2)nc2ccccc12,15,1.9,1,-1.7,-19,4,-1,13,-12
COc1ccc(/C=C2\SC(N)=NC2=O)cc1,20,0.0,x,x,-15,-1,-3,6,x
CSc1nc(-c2ccco2)cc(C(F)(F)F)c1C#N,12,0.1,-13,-0.7,-5,6,-2,-19,2
Cc1ccc(NC(=O)COc2ccc(S(=O)(=O)N3CCOCC3)cc2)cc1,19,2.4,-6,6.3,-9,10,-5,13,-7
COc1ccc(S(=O)(=O)N2CCCOC2CNC(=O)C(=O)NC2CCCC2)cc1 (centres undefined),4,0.5,-10,0.4,-4,6,3,-26,-12
O=C(Nc1cccc(-c2cnc3ccccc3n2)c1)c1ccco1,1,2.7,-12,-1.8,2,9,-3,54*,-23
COc1ccc(C)cc1NC(=O)COC(=O)C1CC1,-5,-0.1,-14,-0.2,-2,0,-1,-2,-9
CC(=O)Nc1ccc(S(=O)(=O)NC(C)c2ccccc2)cc1 (centres undefined),6,2.4,x,x,-5,4,-1,-10,x
COCCn1c(SCC(=O)Nc2nnc(C)s2)nnc1-c1ccncc1,11,0.3,-3,0.3,-7,3,-3,16,-5
O=C(Nc1ccc(N2CCOCC2)cc1)C1CCCN(S(=O)(=O)c2cccc(C(F)(F)F)c2)C1 (centres undefined),8,0.4,-8,1.8,-5,5,-3,24,-2
CCOC(=O)c1c2n(c3ccc(O)cc13)CCCCC2,15,-0.3,-15,-1.7,-13,-2,-4,-1,-27
O/N=C1\CCCc2oc3c(c21)CCCC3,14,-0.1,-1,-1.4,-6,2,-3,-6,-7
O=C(CCl)NNc1nc(-c2ccccc2)c2cc(Cl)ccc2n1,-12,-0.8,x,x,2,18,-3,-24,x
Cc1ccccc1SCC(=O)OCC(=O)N1CC(=O)Nc2ccccc21,-5,1.5,-10,0.6,-2,4,-3,-3,-19
Cc1cc(NC(=O)CSc2ccc3nnc(CCNC(=O)c4ccccc4)n3n2)no1,12,0.3,-6,-0.3,-27,0,-2,-9,-6
Cc1cccc(C(=O)NCCc2ccccc2)c1,-7,0.4,5,1.1,-3,6,-4,-17,-11
CC(=O)Oc1ccc(C(=O)Nc2cccc(C(=O)c3cccc(NC(=O)c4ccc(OC(C)=O)cc4)c3)c2)cc1,-3,-0.1,0,0.7,5,5,2,7,11
Cc1cc2nc(SCCOC(=O)Nc3cccc(Cl)c3)nc(C)c2cc1C,13,0.1,-12,-0.2,-3,9,-7,18,-27
COc1cccc(CNS(=O)(=O)c2ccc3c(c2)oc(=O)n3C)c1,-5,1.9,-11,3.7,-4,3,1,-4,-5
C=C(C)CNC(=O)c1ccc2nc(Cc3ccc(OC)cc3)oc2c1,-4,1.1,-3,0.7,0,2,2,-5,-12
CCOC(=O)Cn1cnc2c(nnn2-c2cccc(Cl)c2)c1=O,21,4.0,-12,1.2,-13,-1,-5,2,6
COc1ccc(CC(NC(C)=O)C(=O)N2CCN(C(=O)Nc3cccc(Cl)c3)CC2)cc1OC (centres undefined),23,0.8,-2,0.1,-11,0,-4,0,-7
Cc1ccc(/C=N/n2nnnc2N)o1,14,1.0,2,0.3,-5,13,-2,-17,-4
COc1cccc(C(=O)Nc2cccc(-c3ccccc3)c2)c1,11,2.1,-4,-0.4,-3,37,-5,30,-10
Cc1cc(C)c[n+](-c2nc3ccccc3nc2[N-]S(=O)(=O)c2ccc(Cl)cc2)c1,23,0.8,9,-0.9,-3,1,-7,-4,-10
CN(CCC1CCCCO1)C(=O)CCc1nnc(CCc2ccccc2)o1 (centres undefined),18,0.5,0,0.8,-17,1,-3,-27,14
COc1ccc(Cn2cc(CN3CC(N(C)C)CS3(=O)=O)nn2)cc1 (centres undefined),5,1.2,x,x,-7,5,x,-9,x
O=c1c2ccccc2[nH]c(=S)n1C1CCCCC1,16,1.1,-10,-1.7,-5,40*,1,26,11
CCCOc1ccc(-c2nc(-c3ccc([N+](=O)[O-])cc3)cs2)cc1,-4,1.4,-11,1.1,-12,1,-1,-4,-1
Cc1ccc(N(C(=O)CNC(=O)c2ccco2)C(C(=O)NC2CCCCC2)c2ccncc2)cc1F (centres undefined),-1,0.1,0,-0.7,-5,5,-1,-20,-16
O=C(Cc1ccc(F)cc1)N1CCN=C1SCc1cccc([N+](=O)[O-])c1,17,3.6,-19,1.0,0,0,-6,-17,-2
Brc1ccc(Oc2ncc(CN3CCOCC3)s2)cc1,8,0.1,1,-0.1,-4,8,-4,-6,-2
CC(C)COc1ccc(C(=O)OCC(=O)N(C)CC(=O)Nc2ccc(F)cc2)cc1,-16,0.2,-1,1.4,-5,2,-2,-18,-35
CCOc1ccc(NC(=O)c2ccccc2NC(=O)CNC2CCCC(C)C2C)cc1 (centres undefined),-5,0.4,0,3.0,-9,7,-4,-13,-23
Fc1ccccc1CSCc1nc2ccccc2[nH]1,10,2.4,-5,-0.6,-5,2,-1,-15,-22
